Screening data (PubChem)
M. tuberculosis: growth inhibition of non-replicating M. tuberculosis (AID 488890); Mycobacterium tuberculosis non-replicating, growth inhibition; higher % means a stronger effect; inhibition, % at 25 µM, or IC50 in µM where a hit was titrated; 320,000 compounds, 0.39% hits; in the data active = a potency from the dose series; inconclusive = inhibition mostly from about 82% at the one dose, without a potency; inactive = the rest, 99 in 100 with inhibition below about 76%;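 note: plate controls were DMSO cells for no effect and high antibiotic wells for full effect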
H1N1 NS1A inhibition: NS1A inhibition, H1N1 influenza, cell based functional assay (AID 504329); NS1A functional cell-based assay, percent inhibition; higher % means a stronger effect; one-dose inhibition, % at 12.5 µM; IC50 in µM for titrated hits; 340,000 compounds, 0.3% hits; in the data active = a potency from the dose series; inconclusive = inhibition above about 27% without an active follow-up result; note: strong numbers were not always called active
Salmonella PhoP GFP: PhoP regulon inhibitors, Salmonella typhi PhoP promoter GFP reporter, confirmatory (AID 1850) | Salmonella Typhi PhoP-promoter GFP reporter, fluorescence, 4 h; higher % means a stronger effect | inhibition, % at 50 µM, or IC50 in µM where a hit was titrated | 310,000 compounds, 0.33% hits; in the data active = a potency from the dose series; inconclusive = inhibition mostly from about 25% at the one dose, without a potency; inactive = the rest, 99 in 100 with inhibition below about 19%;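 note: 0% = induced wells with vehicle and 100% = uninduced wells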
H37Rv inhibition: M. tuberculosis growth inhibition, HTS (AID 449762) | M. tuberculosis H37Rv growth inhibition, 7H9 media; higher % means a stronger effect | inhibition, % at 25 µM; hits with a dose series show IC50 in µM | 330,000 compounds, 0.59% hits; in the data active = a potency from the dose series; inconclusive = inhibition above about 70% without an active follow-up result;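 note: bacterial growth assessed after seven days of incubation; strong numbers were not always called active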
inhibitors of VEEV: inhibitors of VEEV TC-83 cytopathic effect, confirmation, Vero cells (AID 588727) | Vero cells, VEEV TC-83 cytopathic effect inhibition; higher % means a stronger effect | inhibition, % at 20 µM; hits with a dose series show IC50 in µM | 350,000 compounds, 0.13% hits; in the data active = a potency from the dose series; inconclusive = inhibition mostly from about 14% at the one dose, without a potency; inactive = the rest, 99 in 100 with inhibition below about 12%; note: strong numbers were not always called active
inhibitors of VEEV 10K pilot screen: recorded beside inhibitors of VEEV, whose call it bears; inhibition, %; measured here: 10K pilot screen inhibition
The depositor's hits bear a star; i = inactive; ? = inconclusive; nt = not tested or not shown. Hits appear at their usual frequency; overall some 1.4% were active at least once.

SMILES	M. tuberculosis	H1N1 NS1A inhibition	Salmonella PhoP GFP	H37Rv inhibition	inhibitors of VEEV	others
Cc1cc2c3c(ccc(C)c3n1)N=CN2c1ccccc1	-14%	1%	1%	-4%	0.4%
CC(=O)OCC1CC(COC(C)=O)C(COC(C)=O)CC1COC(C)=O (configuration not stated)	nt	10%	nt	nt	56%
COc1ccc2ccccc2c1C(=O)/C=C\c1ccoc1	56%	-3%	0%	2%	1.5%
CCC1C(=O)N=C(SCC(=O)Nc2ccc(S(N)(=O)=O)cc2)NC1=O (configuration not stated)	13%	-14%	4%	4%	0.6%
CCOC(=O)C1(CCOC)CCN(C(=O)c2ccc(CSC)o2)CC1	-5%	-3%	-3%	0%	1.7%
COc1ccccc1/C=C/C(=O)OCC(=O)Nc1nnc(-c2ccccc2)o1	nt	0%	nt	nt	7.2%
CCOC(=O)c1cc(-c2ccc(F)cc2)n(CC(=O)NCc2cccnc2)c1C	-20%	-4%	-9%	-7%	0.2%
Cc1ccc2[nH]c3c(=O)n(CC(=O)N4CC(C)CC(C)C4)ncc3c2c1 (configuration not stated)	5%	0%	-14%	13%	1.2%
O=C(COC(=O)C1CCCCC1C(=O)N1CCc2ccccc21)NCc1ccco1 (configuration not stated)	3%	4%	0%	-2%	i
CCN(CC)/C(=N\S(=O)(=O)c1ccc(F)cc1)c1ccccc1	-7%	8%	0%	1%	0.2%
C=C(C)c1cccc(C(C)(C)NC(=O)Nn2cnnc2)c1	8%	-10%	-11%	2%	0.2%
CCOC(=O)c1c(NC(=O)c2ccccc2C(=O)O)sc2c1CCCC2	0%	-7%	4%	-7%	1.6%
Cc1cc(C)n2c(SCC(=O)NC3CCCC(C)C3C)nnc2n1 (configuration not stated)	0%	-2%	5%	0%	0.5%
CN1CCN(C(=O)c2ccccc2N(Cc2ccccc2)S(=O)(=O)c2ccccc2)CC1	1%	4%	7%	-4%	1.4%
CC(C)c1ccc(Nc2nc(Cl)nc(Cl)n2)cc1	11%	-21%	-6%	2%	i
C#CCN(C(=O)CC1C(=O)NCCN1C/C=C/c1ccccc1)C1CCCCC1 (configuration not stated)	16%	-10%	-4%	-2%	1.2%
CC(C)OC(=O)c1cccc(C(=O)Oc2ccc(Br)cc2)n1	?	-1%	32%	5%	i
COc1cc(CCc2ccccc2)c(C(=O)O)c(O)c1C/C=C(/C)CCC=C(C)C	nt	-6%	nt	nt	i
Cc1cccc(NP(=O)(Oc2ccccc2)Oc2ccccc2)c1C	26%	4%	3%	12%	9.3%
CCc1ccc(NC(=O)CSc2nnc(Cn3c(=O)sc4ccccc43)n2C)cc1	23%	1%	-4%	2%	1.4%
CCOC(=O)C1(Cc2cccc(OC)c2)CCN(Cc2ccccc2OC)CC1	14%	-3%	-4%	1%	0.6%
CCOc1ccc(C(=O)C(C)OC(=O)c2nc(Cl)ccc2Cl)cc1 (configuration not stated)	6%	-4%	6%	-15%	0.3%
O=C(C(Sc1ccccc1)c1ccccc1)N1CCN(c2ccccc2)CC1 (configuration not stated)	-3%	5%	7%	2%	5.8%
COC(=O)c1c(C)[nH]c(C)c1C(=O)c1ccccc1Cc1ccccc1	17%	3%	-9%	4%	8.7%
COc1cc(-c2nc(C(=O)NCC3CCCO3)cc3c2[nH]c2ccccc23)cc(OC)c1OC (configuration not stated)	34%	2%	-8%	67%	11%

Later entries.
SMILES	M. tuberculosis	H1N1 NS1A inhibition	Salmonella PhoP GFP	H37Rv inhibition	inhibitors of VEEV	others
Clc1nc(NCc2cccnc2)nc(N2CCOCC2)n1	1%	21%	4%	-1%	1.6%
COc1cc(/C=N/Nc2nc(Nc3ccc(C)cc3)nc(-n3nc(C)cc3C)n2)cc(OC)c1OC	66%	-62%	2%	?	2.6%
CCOc1ccc(-c2csc3nc[nH]c(=O)c23)cc1	25%	1%	-7%	-28%	1.0%
CCOC(=O)c1cc(-c2ccccc2)nc2c1c(C)nn2-c1ccccn1	73%	-22%	11%	3µM*	6.2%
Cc1c(CN2CCC(C(=O)Nc3cccc(-c4cccc(Cl)c4)c3)CC2)cnn1C	33%	3%	1%	2%	49%
COc1ccc(OC)c(NC(=O)CC(Cc2ccccc2OC)C(=O)O)c1 (configuration not stated)	-2%	-6%	-16%	3%	0.7%
COC(=O)c1c(C)n(-c2ccc(OC)cc2)c2ccc(O)cc12	14%	2%	-5%	-3%	8.8%
Cc1cccc2cc(COC(=O)C(C)C)c(=O)[nH]c12	-9%	-2%	-10%	-3%	1.6%
Cc1cc(C)n(/N=C/c2ccccc2O)c(=O)c1	0%	-4%	-10%	3%	0.3%
COc1ccc(-c2nnn(CC(=O)N(Cc3cccs3)C(C)C(=O)NCCC(C)C)n2)cc1OC (configuration not stated)	-13%	-12%	1%	-7%	8.9%
Cc1ccc(-n2c(C)cc(/C=N/NC(=O)c3ccncc3)c2C)cc1	59%	9%	6%	?	0.5%
CC(=O)N1N=C(c2ccc(C)cc2)CC1c1ccc2c(c1)OCO2 (configuration not stated)	27%	-19%	-1%	7%	i
COc1ccc2c(=O)cc(CO)oc2c1	-3%	15%	nt	0%	i
Clc1ccc(-n2ncc3c(NCc4ccco4)ncnc32)cc1	10%	4%	4%	-1%	7.7%
COc1ccc(C(C(=O)NCC2CCCO2)N(C(=O)CNC(=O)c2ccco2)c2ccc(C)c(C)c2)cc1OC (configuration not stated)	0%	-3%	-4%	-3%	0.7%
N#Cc1c(NC(=O)CSC2=NCCS2)sc2c1CCCC2	10%	-1%	-13%	-1%	i
C=C(C)CSc1nc(N)c2c3c(sc2n1)CCC3	14%	-2%	0%	0%	i
Cc1cc(NC(=O)CS(=O)(=O)c2cn(Cc3ccc(F)cc3)c3ccccc23)no1	15%	-23%	-7%	4%	0.1%
NC[C@H](Cc1ccccc1)NCCc1cc(C(F)(F)F)cc(C(F)(F)F)c1	56%	-16%	nt	-7%	1.1%
O=C(Nc1ccccc1)C(=O)c1c[nH]c2ccccc12	76%	-24%	4%	6%	1.0%
Cc1cc(C)cc(NC(=O)c2cc(C)nc3ccccc23)c1	-6%	1%	1%	5%	1.4%
COc1ccc(C(=O)N/C(=C\c2cn(C)c3ccccc23)C(=O)OCCN(C)C)cc1	-5%	8%	3%	3%	i
CCOC(=O)/C=C1\SCC(=O)N1CC(=O)Nc1cccc(F)c1	18%	-12%	-5%	5%	0.1%
CCOc1ccc2nc(NC(=S)NCc3ccccc3)sc2c1	26%	-4%	-12%	?	i
COCc1cc(C)nc(SCc2nc3ccccc3c(=O)[nH]2)c1C#N	-10%	-1%	8%	8%	5.4%

(more compounds)
SMILES	M. tuberculosis	H1N1 NS1A inhibition	Salmonella PhoP GFP	H37Rv inhibition	inhibitors of VEEV	others
COc1ccc(S(=O)(=O)N2CCOCC2)cc1NC(=O)CSc1nc(C)c(C)c(C)n1	10%	11%	nt	3%	i
O=C(NC1=NCCS1)c1ccc2c(c1)C(=O)N(Cc1ccco1)C2=O	nt	18%	-1%	nt	2.1%
Cc1cc(O)c(C(C)C)cc1N=Cc1ccccc1O	21%	14%	6%	-2%	3.9%
Cc1cccc(OCC(=O)NC2CCCC2)c1	74%	-11%	9%	0%	1.2%
CCc1ccc(N2CC(C(=O)Nc3ccc(F)cc3)CC2=O)cc1 (configuration not stated)	20%	-12%	2%	-3%	3.1%
Cc1ccccc1CN(c1ccc(C(=O)N2CCCC2)cc1)S(C)(=O)=O	4%	-1%	-6%	-4%	i
O=C(NCCCN1CCOCC1)c1cc2cc(Br)ccc2oc1=O	-1%	2%	10%	-9%	0.6%
O=C(/C=C/C=C/c1ccccc1)c1ccco1	46%	7%	-1%	2%	1.9%
Cc1ccc(/C=C/C(=O)Nc2ccc(O)c3c(=O)cc(-c4ccccc4Cl)oc23)cc1	0%	-13%	0%	8%	i
COc1ccc(Cn2c(O)c(/C=N/NC(=O)c3ccncc3)c(=O)[nH]c2=O)cc1	39%	10%	3%	?	i
CCn1c(SCC(=O)N2CCCc3ccccc32)nc2ccccc2c1=O	24%	4%	-6%	1%	6.9%
CCN(CC)C(=O)COc1coc(CN2CCN(Cc3ccccc3)CC2)cc1=O	-4%	7%	-2%	2%	1.4%
CC(=O)Nc1cccc(-c2nc3ccc(NC(C)=O)cc3[nH]2)c1	-4%	12%	-2%	-4%	1.8%
COc1ccc(C(=O)C2CCCN(C(=O)c3ccnn3C)C2)cc1OC (configuration not stated)	-3%	6%	6%	0%	0.6%
COc1ccc(NC(=O)CSc2nc3[nH]c(=O)cc(O)c3s2)cc1OC	18%	-9%	nt	5%	0.9%
COc1ccc(C2CC(=O)N3CN(c4ccccc4F)CSC3=C2C#N)cc1OC (configuration not stated)	-3%	8%	-6%	-6%	2.2%	inhibitors of VEEV 10K pilot screen=2.4
CCOC(=O)c1nnn(-c2nonc2N)c1-c1ccc(OCC)cc1	7%	-15%	-1%	-8%	6.3%
Clc1ccc(Cn2ncc3c(NCc4ccccc4)ncnc32)cc1	40%	1%	-1%	24%	i
N#Cc1ccccc1NS(=O)(=O)c1cc2c3c(c1)CCN3C(=O)CC2	-4%	-3%	-1%	3%	3.0%
O=C(C1CC(c2ccccc2O)=NO1)N1CCCCC1 (configuration not stated)	-1%	-6%	6%	-7%	0.2%
C=CCN(Cc1ccco1)S(=O)(=O)c1ccc(Cl)cc1	6%	13%	-10%	-9%	1.4%
O=C(Nc1ccc(F)cc1F)N1CCCN(c2ccc(C(F)(F)F)cn2)CC1	26%	0%	-2%	-8%	4.1%
CCCOc1ccc(N2C(=O)CC(S/C(N)=N/N=C(\C)c3cccs3)C2=O)cc1 (configuration not stated)	14%	-4%	-1%	1%	1.9%
COC(=O)Nc1ccc(SCC(=O)c2cccc([N+](=O)[O-])c2)cc1	65%	-1%	2%	2%	0.7%
CC(C)c1ccc(NC2CCCN(C(=O)c3cnc4ccccn4c3=O)C2)cc1 (configuration not stated)	-1%	-1%	-8%	-8%	i

Filtered by structure, those above containing a thiophene ring, fused or not (6)
SMILES	M. tuberculosis	H1N1 NS1A inhibition	Salmonella PhoP GFP	H37Rv inhibition	inhibitors of VEEV	others
CCOC(=O)c1c(NC(=O)c2ccccc2C(=O)O)sc2c1CCCC2	0%	-7%	4%	-7%	1.6%
CCOc1ccc(-c2csc3nc[nH]c(=O)c23)cc1	25%	1%	-7%	-28%	1.0%
COc1ccc(-c2nnn(CC(=O)N(Cc3cccs3)C(C)C(=O)NCCC(C)C)n2)cc1OC (configuration not stated)	-13%	-12%	1%	-7%	8.9%
N#Cc1c(NC(=O)CSC2=NCCS2)sc2c1CCCC2	10%	-1%	-13%	-1%	i
C=C(C)CSc1nc(N)c2c3c(sc2n1)CCC3	14%	-2%	0%	0%	i
CCCOc1ccc(N2C(=O)CC(S/C(N)=N/N=C(\C)c3cccs3)C2=O)cc1 (configuration not stated)	14%	-4%	-1%	1%	1.9%

Later entries:
SMILES	M. tuberculosis	H1N1 NS1A inhibition	Salmonella PhoP GFP	H37Rv inhibition	inhibitors of VEEV	others
Cc1ccc(NC(=S)NC2CCN(Cc3ccccc3)CC2)c(C)c1	14%	6%	9%	4%	2.3%
COc1ccc(CCC(=O)OCC(=O)NC(=O)c2ccc(Cl)cc2)cc1	41%	-5%	nt	10%	0.5%
CC(C)OP(=O)(c1ccc(N(C)C)cc1)C(Nc1ccccc1)c1ccccc1 (configuration not stated)	25%	6%	6%	1%	4.6%
Cc1cc(C)n(C(=O)c2ccc(C)c(Br)c2)n1	-12%	-5%	1%	6%	1.4%
COc1cccc(C2N(c3ccc(Cl)c(Cl)c3)C(=O)C3CCCN32)c1OC (configuration not stated)	4%	5%	2%	-13%	0.9%
O=C(NNC1CC(=O)N(c2ccc3c(c2)OCCO3)C1=O)c1ccccc1 (configuration not stated)	-3%	15%	-2%	-6%	0.7%
COc1ccc(C(=O)COc2ccc3ccc(=O)oc3c2)c(OC)c1	42%	-8%	-12%	?	7.0%
CCS(=O)(=O)n1nc(-c2ccc(OC)cc2)nc1N	-1%	3%	-6%	-1%	5.3%
CN(CCOc1ccccc1)C(=O)c1cc(-c2ccco2)nc2ccccc12	55%	-3%	nt	2%	9.7%
CCOc1cc(/C=C2\SC(=Nc3ccc(F)cc3)N(c3ccc(F)cc3)C2=O)ccc1OCC(=O)O	27%	nt	2%	26%	nt
O=C1CC(NS(=O)(=O)c2ccc([N+](=O)[O-])cc2)CN1c1ccc(Cl)cc1 (configuration not stated)	10%	1%	-4%	9%	i
CC(C)C1Oc2ccccc2N(CC(=O)N(Cc2ccccn2)C2CC2)C1=O (configuration not stated)	-5%	11%	5%	-3%	0.4%
O=C(Cc1ccccc1)NC(Oc1ccccc1Cl)C(Cl)(Cl)Cl (configuration not stated)	4%	-7%	-4%	12%	0.7%
